Screening results from PubChem.
GLD-1 TGE inh – GLD-1/TGE RNA complex disruptors, primary screen, biochemical, fluorescence polarization. Female germline-specific tumor suppressor gld-1 (Caenorhabditis elegans), Q17339. purified GLD-1 + fluorescein TGE RNA. inhibition, % at 5.96 µM. 0.44% of 320,000 active. AID 2280, 2010;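 active = percent inhibition above a per-plate cutoff, the plate mean of test compounds plus 3 SD, cut at about 30% in these data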;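 also: 0% = DMSO wells with GLD-1 and probe and 100% = wells lacking GLD-1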
Target sequence (Q17339 whole entry, looked up): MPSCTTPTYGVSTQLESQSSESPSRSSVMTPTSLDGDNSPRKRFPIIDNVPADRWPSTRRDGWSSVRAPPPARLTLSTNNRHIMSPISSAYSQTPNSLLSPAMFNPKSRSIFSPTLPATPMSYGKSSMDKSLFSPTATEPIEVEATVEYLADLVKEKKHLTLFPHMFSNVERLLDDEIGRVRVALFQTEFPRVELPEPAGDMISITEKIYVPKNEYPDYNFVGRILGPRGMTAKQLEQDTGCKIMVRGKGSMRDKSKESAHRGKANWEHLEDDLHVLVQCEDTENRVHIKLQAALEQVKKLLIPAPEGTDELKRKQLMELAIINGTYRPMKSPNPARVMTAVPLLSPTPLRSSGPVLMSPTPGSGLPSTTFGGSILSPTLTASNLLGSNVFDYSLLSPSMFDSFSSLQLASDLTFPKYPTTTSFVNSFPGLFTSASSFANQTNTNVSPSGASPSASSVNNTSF
CIT2-GFP yeast – modulators of CIT2-GFP expression in yeast, primary screen, S. cerevisiae, GFP fusion, multiplex flow cytometry, MLPCN library; S. cerevisiae CIT2-GFP strain, 3 h; 100 means same as DMSO wells; GFP response vs DMSO, % at 10 µM; 0.065% of 320,000 active;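 active = GFP response relative to DMSO above a set limit, near the screen mean plus 3 SD, cut at about 150% in these data; inconclusive = Fewer than 70 cells measured for a yeast strain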;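 also: ratio of well median GFP fluorescence to mean of DMSO wells on the plate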
MEX-5 binding – MEX-5 zinc finger RNA-binding disruptors – biochemical, C. elegans, fluorescence polarization, MLPCN library, primary screen; Zinc finger protein mex-5 (Caenorhabditis elegans), Q9XUB2; MEX-5/FITC-TCR2 RNA binding; active compounds read low; 0.38% of 300,000 active; activity score (negative = inhibition of binding), % at 10 µM;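 active = inhibition past about -25% in most replicates, and total fluorescence under double the plate's negative control median, limit read from the data; inconclusive = replicates evenly split on the limit, or fluorescence at least double controls; inactive = too little inhibition in most replicates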;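 also: 0% = DMSO and -100% = 5 µM competing unlabeled TCR2 RNA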
Target sequence (Q9XUB2 whole entry, looked up): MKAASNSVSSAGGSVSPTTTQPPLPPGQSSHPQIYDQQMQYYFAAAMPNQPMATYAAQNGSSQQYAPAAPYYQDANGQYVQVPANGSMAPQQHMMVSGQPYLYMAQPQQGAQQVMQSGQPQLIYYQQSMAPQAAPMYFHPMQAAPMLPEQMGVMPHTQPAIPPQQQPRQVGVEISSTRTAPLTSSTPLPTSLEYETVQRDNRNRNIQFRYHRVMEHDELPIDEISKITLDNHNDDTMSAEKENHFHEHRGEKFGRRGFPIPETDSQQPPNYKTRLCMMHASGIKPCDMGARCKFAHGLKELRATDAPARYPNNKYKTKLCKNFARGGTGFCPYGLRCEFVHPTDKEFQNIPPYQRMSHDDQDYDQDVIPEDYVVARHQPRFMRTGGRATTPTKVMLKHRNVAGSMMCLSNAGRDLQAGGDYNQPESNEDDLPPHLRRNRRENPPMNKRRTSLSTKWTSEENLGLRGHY
Bcl-xL primary – inhibitors of human Bcl-xL, primary screen, biochemical, fluorescence polarization, HTS | Bcl-2-like protein 1 (Homo sapiens), Q07817 | inhibition, % at 10.9 µM | 0.7% of 320,000 active | GST-Bcl-xL / FITC-Bim BH3 peptide fluorescence polarization;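 active = inhibition above the mean of all tested compounds plus 3 SD, cutoff set per campaign, cut at about 30% in these data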;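 also: 0% = DMSO wells and 100% = unlabeled Bim-BH3 peptide competitor; inhibitors lower millipolarization by displacing the labeled peptide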
CR mimetic SO – reduction of superoxide in aged yeast, primary screen, HTS; S. cerevisiae aged cells, superoxide DHE fluorescence; active compounds read low; 0.18% of 330,000 active; superoxide response (% of plate mean), % at 10 µM;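 active = superoxide response under a set limit, about three screen SD below normal, cut at about 65% in these data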;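 also: yeast aged for seven days with compound at 30 °C before DHE staining; 100% = average MFI of all compound-treated wells on the plate with controls excluded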
GRK2 aptamer HTS – compounds blocking aptamer binding on GRK2 – biochemical, human GRK2, bead flow cytometry, HTS, primary screen | AID 488847, 2010 | FAM-aptamer displacement from GRK2 | Beta-adrenergic receptor kinase 1 (Homo sapiens), P25098 | inhibition of aptamer binding, % at 10 µM | 0.59% of 330,000 active;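 active = inhibition of aptamer binding above 40%, roughly 3 SD of noise, on plates passing a quality check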;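 also: median bead fluorescence of bound FAM aptamer so fluorescent compounds give negative values; no value below 0 was filed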
MCL1 BIM primary – inhibitors of MCL1 binding to BIM-BH3, primary screen, biochemical, fluorescence polarization | AID 2057, 2009 | GST-MCL1 / FITC-Bim-BH3 fluorescence polarization | 0.68% of 320,000 active | Induced myeloid leukemia cell differentiation protein Mcl-1 (Homo sapiens), Q07820 | inhibition, % at 10.9 µM;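 active = inhibition above the mean inhibition of all tested compounds plus 3 SD, set per campaign, cut at about 40% in these data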;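 also: 0% = DMSO wells and 100% = unlabeled Bim-BH3 peptide control; higher means more loss of mP so more displacement of Bim peptide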
AGP1 TOR yeast – modulators of AGP1-GFP expression in yeast TOR pathway, primary screen, cell-based, multiplex flow cytometry, S. cerevisiae, MLPCN library. 3 h; GFP as percent of DMSO wells. GFP response vs DMSO, % at 10 µM. 0.02% of 320,000 active. AID 2066, 2009;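 active = GFP response relative to DMSO above a set limit, near screen average plus 3 SD, cut at about 150% in these data; inconclusive = fewer than 70 cells counted for the yeast strain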;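 also: median GFP channel fluorescence of the gated AGP1 strain per well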
VLA-4 inh – inhibition in human VLA-4 binding assay, primary screen, VLA-4 allosteric modulator project, MLPCN library, flow cytometry, VLA-4 expressing cells; AID 2557, 2010; inhibition, % (about 7 µM as worked out from the volumes in the protocol); 0.2% of 330,000 active; ligand binding flow cytometry; Integrin alpha-4 (Homo sapiens), P13612; in the data active = inhibition above about 50%
The depositor's hits bear a star; ? = inconclusive; . = not tested or not shown; & = joins results of further samples.

Each structure is followed by: GLD-1 TGE inh	CIT2-GFP yeast	MEX-5 binding	Bcl-xL primary	CR mimetic SO	GRK2 aptamer HTS	MCL1 BIM primary	AGP1 TOR yeast	VLA-4 inh
CCOC(=O)C1=C(N)N(c2ccccc2)C(=O)C1
→ 4	84	-0.4	7	100	5	5	83	-5
O=C(NNc1c2ccccc2nc2ccccc12)c1ccc(O)cc1
→ -11	101	2.4	7	85	2	7	105	-6
O=C(CSc1ccccc1C(=O)O)NCc1ccc(Cl)cc1
→ -1	101	-1.3	1	94	1	0	96	-5
NC1=NC(c2cccc(O)c2)n2c(nc3ccccc32)N1 (centres undefined)
→ 1	102	-0.1	3	108	0	3	98	0
CCOc1ccc(C(=O)NCCc2ccc3c(c2)OCCO3)cc1
→ 6	94	-0.9	1	90	0	-2	99	1
CCN1C=C(C(=O)OC)C(c2cccc(C)c2)C(C(=O)OC)=C1
→ -3	92	1.4	2	104	2	5	93	2
COc1cc(/C=N/NC(=O)C(=O)NCc2cccnc2)ccc1O
→ 4	98	-0.5	4	97	3	2	97	11
COCCCN(C(=O)CSCC(=O)Nc1cccc(C)c1)c1c(N)n(Cc2ccccc2)c(=O)[nH]c1=O
→ 5	102	0.1	-6	97	2	-4	109	-3
CCOc1ccc(N(CC(=O)NC(C)(C)C)C(=O)c2ccco2)cc1
→ 2	83	0.0	-2	104	1	2	99	4
CC(=O)N1CCN(CC(=O)Nc2cc([N+](=O)[O-])ccc2Cl)CC1
→ 5	98	.	4	95	0	2	99	0
O=C(Cc1ccc(F)cc1)OCC(=O)c1cc2ccccc2o1
→ 6	98	0.9	2	97	1	-1	101	-9
O=C(NNC(=O)c1ccccc1[N+](=O)[O-])c1ccco1
→ 7	105	-18	6	98	6	4	109	-11
O=C(CN(C(=O)CNC(=O)c1cccs1)c1ccccc1F)NC1CCCCC1
→ 4	105	-1.8	5	90	1	11	101	0
CC1CC(C)CN(CC(O)COc2ccc3c(c2)CCC3)C1 (centres undefined)
→ 5	96	0.6	-1	106	3	1	92	3
CC(C(=O)Nc1ccc(N2CCOCC2)cc1)N1C(=O)c2ccccc2C1=O (centres undefined)
→ 3	111	1.4	0	100	0	-1	112	-14
C[C@H](CO)N1C[C@H](C)[C@H](CN(C)C)Oc2ccc(NS(=O)(=O)c3ccc(F)cc3)cc2CC1=O
→ 7	96	.	.	103	0	.	102	-2
CC(C(=O)Nc1cccc(S(=O)(=O)N2CCOCC2)c1)N1CCN(C/C=C/c2ccccc2)CC1 (centres undefined)
→ 6	97	-0.7	0	106	0	0	100	-12
N=C1C=CC=C2C1=NC1(CCCCC1)N2O
→ 8	94	-2.0	9	92	0	8	99	-12
COc1ccccc1NC(=O)NCc1ccc(C)n1C
→ 2	96	-1.0	6	99	0	2	95	-11
Cc1c(NC(=O)c2ccco2)c(=O)n(-c2ccccc2)n1C
→ 8	100	0.2	2	95	0	2	98	-4
CCCCn1cnc2cc(NCc3cccc(OC)c3O)ccc21
→ -2	111	-1.2	5	103	0	9	104	0
O=C(NCCc1ccc(Cl)cc1)C1CCCN(S(=O)(=O)c2cnc[nH]2)C1 (centres undefined)
→ 2	97	0.9	2	101	0	0	98	28
COc1ccc(Br)cc1C(=O)Nc1ccc(N2CCCC2)cc1
→ 10	106	3.4	9	101	5	46*	92	13
CN1CCN(c2oc(COc3ccc(-c4ccccc4)cc3)nc2C#N)CC1
→ 4	102	-2.2	4	114	0	6	103	12
Cc1ccc(Oc2ccc(NC(=O)C3=CC=CN4CCS(=O)(=O)N=C34)cc2)cc1
→ 2	102	.	3	87	0	1	103	0
O=C(N/N=C1\CC(c2ccccc2)Oc2ccccc21)c1cccnc1 (centres undefined)
→ 1	93	0.0	2	108	1	5	91	0
Cc1noc(C)c1COc1cccc(C(=O)NCCc2c[nH]c3ccccc23)c1
→ -3	98	-3.5	1	82	0	1	97	10
C(#CCN1CCCC1)CC(c1ccccc1)c1ccccc1
→ 9	97	-1.0	7	95	0	8	105	10
COc1cccc(NC(=O)COc2ncnc3sc(C)c(C)c23)c1
→ 1	94	-1.3	4	94	2	-2	95	-3
COc1ccccc1NS(=O)(=O)c1cc(C(=O)NCc2cccnc2)ccc1C
→ 4	91	-1.4	1	137	2	-2	100	2
O=C(Nc1cc(C(F)(F)F)ccc1-n1cncn1)c1ccc(Br)cc1
→ 9	94	0.0	-1	104	0	-3	93	14
COc1cc(C(=O)NCc2ccc(OCCN(C)C)cc2)cc(OC)c1OC
→ 10	91	.	9	94	1	-5	92	9
COCCCNC(=S)NC1CC2CCC(C1)N2Cc1ccccc1 (centres undefined)
→ 4	96	1.7	6	113	0	8	102	8
Cc1cc(=O)oc2cc(OC(C)C(=O)NCC3CCC(C(=O)O)CC3)c(Cl)cc12 (centres undefined)
→ 5	97	0.8	3	91	0	2	101	-8
CC(C)NC(=S)NN(c1ccccc1)c1ccccc1
→ 2	106	-1.5	12	98	0	12	104	-6
CCOc1c(Nc2cccc(Cl)c2)c(=O)c1=O
→ 0	92	-1.8	3	83	2	-2	96	-1
O=C(Nc1cccc(S(=O)(=O)N2CCCC2)c1)c1ccncc1
→ -2	107	0.1	3	101	0	2	108	-5
COc1cccc(S(=O)(=O)NCc2ccc(C(=O)N3CCN(Cc4ccccc4)CC3)cc2)c1
→ 6	96	-2.6	-3	99	2	1	94	-5
C/C(=N\NC(=O)C(=O)Nc1ccc(C)cc1)c1ccncc1
→ 8	96	-0.8	8	112	4	6	98	-13
COc1ccc(C2C(C(=O)c3sc(C)nc3C)=C(O)C(=O)N2CCCn2ccnc2)cc1 (centres undefined)
→ 2	100	0.8	7	111	2	9	107	5
Cc1nn(-c2ccccc2)c(N)c1C1(O)C(=O)Nc2ccc([N+](=O)[O-])cc21 (centres undefined)
→ 11	97	-2.7	5	138	3	1	110	-2
COc1ccc(N2C(=O)CC(N3CCN(c4ccc(C(=O)c5cccnc5)cc4)CC3)C2=O)cc1 (centres undefined)
→ -2	100	0.3	3	92	0	1	107	11
Cc1cnc(CNC(=O)c2ccc3oc(Cc4ccccc4)nc3c2)[nH]1
→ 5	87	1.8	-5	83	0	-7	73	-9
CCN(CC(=O)Nc1ccc2c(c1)OC(F)(F)O2)Cc1nc2ccccc2c(=O)[nH]1
→ 2	104	-0.3	-4	96	3	3	100	-24
COC(=O)c1cc(OC)c(OC)cc1NC(=S)NC(=O)c1ccco1
→ -3	109	1.0	3	104	1	-4	102	3
Cc1ccc(C(O)(C(=O)NNc2ccc3ccccc3n2)c2ccc(C)cc2)cc1
→ 4&4	89&102	-0.3&1.0	2&1	84&85	0&0	-2&-3	122&107	24&-2
Cc1ccc(-c2nc(CS(=O)CC(=O)NCCCc3ccccc3)c(C)o2)cc1 (centres undefined)
→ -2	103	1.2	12	94	0	6	101	-18
O=C(Nn1cnnc1)c1ccc(OC(F)(F)C(F)C(F)(F)F)cc1 (centres undefined)
→ 6	98	-0.2	3	97	2	1	99	7
CCOc1ccc(C2CC(c3ccc(CC)cc3)n3nc(N)nc3N2)cc1 (centres undefined)
→ 7	98	-1.7	17	107	0	7	106	-8
Cc1ccc(NC2=NC(=S)N(CC#N)C23CCCCC3)cc1
→ 1	100	1.7	0	95	2	2	102	14
COC(=O)/C=C/COc1ccccc1[N+](=O)[O-]
→ 2	82	0.6	4	108	0	2	91	10
CCOC(=O)Cn1c(=O)c2c(nc(Br)n2CC(=O)OCC)n(C)c1=O
→ -1	97	-0.7	7	95	3	6	97	19
COc1cccc(C(=O)Nc2ccc(NC(=O)C3CC3)nc2)c1
→ -5	104	-0.4	6	104	0	4	101	-3
O=C(NN1C(=O)C2C3C=CC(C4CC34)C2C1=O)c1ccccc1Cl (centres undefined)
→ 1	103	-1.1	3	100	0	-6	98	1
Cc1ccccc1N(CC(=O)NCCc1ccccc1)C(=O)c1csnn1
→ 1	104	-0.2	5	104	3	8	105	8
CCc1ccc(NC(=O)N[C@H](C(=O)O)C(C)CC)cc1 (some centres undefined)
→ 6	103	0.5	3	97	3	0	104	-8
O=C(CCc1nnc(Cc2cccc(C(F)(F)F)c2)o1)NCCc1ccccc1F
→ -2	102	0.0	-2	106	0	6	101	-4
O=C(CSc1nnc(NC2CC2)s1)NN1C(=O)NC2(CCCCC2)C1=O
→ 4	94	.	1	87	0	6	100	-5
COc1ccc(C)cc1S(=O)(=O)NCCC1=CCCCC1
→ 1	97	-1.6	-2	106	2	-6	105	6
O=C(NC1CCCCC1)c1cc([N+](=O)[O-])[nH]n1
→ 0	110	-2.8	3	94	0	-3	109	-1

Other compounds.
Each structure is followed by: GLD-1 TGE inh	CIT2-GFP yeast	MEX-5 binding	Bcl-xL primary	CR mimetic SO	GRK2 aptamer HTS	MCL1 BIM primary	AGP1 TOR yeast	VLA-4 inh
O=c1c(Cc2c(F)cccc2Cl)c(O)ccn1CCCN1CCOCC1
→ 3	98	-1.3	4	95	0	6	105	21
Cc1ccc(NC(=O)Cn2cnc3c(OCc4ccccc4)ncnc32)cc1C
→ 0	85	.	.	92	16	.	91	-27
CCN(CC)Cc1cc(C(C)=O)ccc1O
→ 11	101	0.7	4	108	0	-3	111	-1
O=C1OCCC1Sc1nnc(-c2ccccc2)o1 (centres undefined)
→ 8	94	-3.2	0	106	0	0	98	4
COc1cc(/C=N/N=C2/SCC(=O)N2c2ccc(O)cc2)ccc1O
→ -3	108	-0.7	6	91	0	-2	107	19
CCCNC(=O)NC(=O)c1cnccc1C(F)(F)F
→ 0	97	0.6	4	111	0	6	100	25
CC(C)C(NS(=O)(=O)c1ccccc1)C(=O)N1CCCCCC1 (centres undefined)
→ 5	93	0.7	6	94	0	8	85	10
CC(=O)N1c2ccc(S(=O)(=O)NCCc3ccc(S(N)(=O)=O)cc3)cc2CC1C (centres undefined)
→ -5	94	1.3	0	87	0	-7	96	32
COc1ccc(NC(=O)CSc2nnc(Cc3ccc(C)cc3)c(=O)n2N)cc1
→ 6	99	3.5	-4	103	13	-7	104	-6
CCOC(=O)C1CCCN(Cc2nc(CC3CC3)no2)C1 (centres undefined)
→ 3	93	2.7	1	89	3	5	94	-1
CCCN(CCC)C(=O)Cc1coc2ccc3ccccc3c12
→ 3	?	-3.0	-1	92	5	-7	103	2
O=C(c1cc(-c2ccco2)nc2ccccc12)N(Cc1nnc(-c2ccc(Cl)cc2)o1)C1CC1
→ 2	86	1.2	0	107	3	-2	105	11
COc1cccc(CN2CCCC(C(=O)Nc3ccc(-c4cscn4)cc3)C2)c1 (centres undefined)
→ .	102	0.6	.	109	0	.	95	13
